NR2F2 inh = inhibitors of human COUP-TFII (NR2F2) | P24468 | HEK293T NGFI-A luciferase reporter, luminescence | inhibition, % at 8.6 µM | 0.7% of 370,000 active;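 active means inhibition above a per-plate cutoff, mean inhibition of test wells between control levels plus 3 SD, cut at about 38% in these data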;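 further: cells cotransfected with COUP-TFII expression vector driving the NGFI-A reporter; 0% = median of COUP-TF2 test wells and 100% = reporter-only cells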
Target sequence (P24468 whole entry, looked up): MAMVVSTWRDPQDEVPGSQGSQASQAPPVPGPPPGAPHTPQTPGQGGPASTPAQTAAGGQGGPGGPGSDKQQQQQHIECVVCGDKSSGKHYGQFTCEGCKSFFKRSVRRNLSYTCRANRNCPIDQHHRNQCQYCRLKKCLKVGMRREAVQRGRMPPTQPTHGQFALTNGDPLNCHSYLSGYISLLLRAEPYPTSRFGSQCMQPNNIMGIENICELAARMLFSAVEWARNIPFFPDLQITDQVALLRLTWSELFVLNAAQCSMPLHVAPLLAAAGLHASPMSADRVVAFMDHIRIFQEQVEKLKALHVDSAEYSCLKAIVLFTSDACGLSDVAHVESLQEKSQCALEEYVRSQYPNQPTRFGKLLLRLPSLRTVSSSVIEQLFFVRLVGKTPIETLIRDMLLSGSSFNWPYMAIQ
NOD2 RIPK2 PPI = blocks binding of human NOD2 to RIPK2. CHO BLA complementation NOD2-RIPK2, CCF4 ratio. inhibition, % at 4.98 µM. 0.38% of 360,000 active. AID 624267; in the data active means inhibition above about 21%;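 further: 0% = vehicle only and 100% = reference blocker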
Target sequence (O43353 whole entry, looked up): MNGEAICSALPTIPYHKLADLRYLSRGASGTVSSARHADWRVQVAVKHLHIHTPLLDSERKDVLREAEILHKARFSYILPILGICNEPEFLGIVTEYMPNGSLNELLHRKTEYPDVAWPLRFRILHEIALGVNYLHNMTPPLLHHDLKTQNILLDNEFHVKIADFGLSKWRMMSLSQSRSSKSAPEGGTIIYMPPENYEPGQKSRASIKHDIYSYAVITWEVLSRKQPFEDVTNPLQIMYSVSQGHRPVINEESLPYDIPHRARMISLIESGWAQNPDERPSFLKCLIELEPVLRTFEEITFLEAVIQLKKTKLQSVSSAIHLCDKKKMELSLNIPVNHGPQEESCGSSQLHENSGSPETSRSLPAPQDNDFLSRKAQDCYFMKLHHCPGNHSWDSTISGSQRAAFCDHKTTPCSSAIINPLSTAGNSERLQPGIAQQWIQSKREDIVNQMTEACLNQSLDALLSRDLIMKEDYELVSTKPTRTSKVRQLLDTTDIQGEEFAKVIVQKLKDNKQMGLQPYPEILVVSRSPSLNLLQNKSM
EBV LMP1 NFkB = reduces LMP1-driven NF-kappaB luciferase signal; 0.69% of 350,000 active; AID 504558; LMP1-induced NF-kappaB luciferase reporter cells, luminescence; inhibition, % at 12.5 µM; in the data active means inhibition above about 41%;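 further: 0% = neutral control wells and 100% = reference inhibitor control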
SRC3 inh = inhibits human SRC3 coactivator. Q9Y6Q9. HEK293 GAL4-SRC3 luciferase reporter, luminescence. inhibition, % at 3.6 µM. 0.17% of 360,000 active. AID 588352;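 active means inhibition above a per-campaign cutoff, the mean of all compounds plus 3 SD, cut at about 60% in these data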;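 further: 0% = DMSO-treated cells and 100% = gossypol-treated cells at 36 µM; higher means less SRC3-driven luciferase light from the GAL4 reporter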
NCOA2 inhibitor = inhibits human steroid receptor coactivator 2. AID 651957. HEK293 GAL4-SRC2 luciferase reporter, luminescence. 0.17% of 370,000 active. Q15596. inhibition, % at 9 µM;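 active means inhibition above the mean inhibition of all tested compounds plus 3 SD, set per campaign, cut at about 52% in these data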;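 further: 0% = DMSO treated cells and 100% = cells given Gossypol at 36 µM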
TROY signal inh = inhibitors of TROY-dependent NF-kB signaling | AID 1347056 | Q293 LMP1-TROYcd NF-kB luciferase reporter, 4 h | inhibition, % at 10 µM | 0.98% of 360,000 active;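 active means compounds whose plate-normalised and pattern-corrected inhibition of the luciferase reporter signal at the single screening dose is 50% or more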
TWEAK-Fn14 inh = blocks TWEAK-Fn14 interaction in a reporter cell assay; inhibition, % at 10 µM; TWEAK-stimulated Fn14 reporter cells, luciferase luminescence, 8 h; 2% of 360,000 active; in the data active means inhibition above about 50%
TRAIL sens C8 = caspase-8 TRAIL sensitization; NB7+C8 cells + TRAIL, ATPlite viability luminescence; inhibition (viability loss, TRAIL sensitization), % at 10 µM; 1% of 360,000 active; AID 624354;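 active means compounds causing at least 50% loss of cell viability in the single-dose screen, relative to plate controls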
SRC1 inh = inhibitors of human steroid receptor coactivator 1 (SRC1); Q15788; HEK293 GAL4-SRC1 luciferase reporter, luminescence; inhibition, % at 3.6 µM; 0.12% of 360,000 active;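 active means inhibition above the campaign mean plus 3 SD, with each screening campaign given its own cutoff, cut at about 60% in these data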;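 further: 0% = DMSO treated cells and 100% = gossypol at 36 µM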
LRH-1 inv ag = inverse agonists of human LRH-1 (NR5A2) | 0.13% of 360,000 active | AID 602396 | HEK293T StAR-luciferase reporter, LRH-1 transfected, 24 h | inhibition, % at 3.6 µM;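 active means inhibition above the mean inhibition of all tested compounds plus 3 SD, cut at about 73% in these data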;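 further: 0% = DMSO wells and 100% = reporter-only cells lacking LRH-1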
TLR9-MyD88 block = TLR9-MyD88 interaction inhibition; inhibition, % at 4.98 µM; Q9NR96+Q99836; CHO BLA complementation TLR9-MyD88, CCF4 FRET ratio; 0.21% of 340,000 active; AID 504734;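 active means inhibition above the mean over all tested compounds plus 3 SD, cut at about 21% in these data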;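 further: 0% = DMSO only wells and 100% = clavulanate BLA inhibitor control wells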
Starred values were filed as active, the others as inactive; · = not tested or not shown.

Values in the order – NR2F2 inh	NOD2 RIPK2 PPI	EBV LMP1 NFkB	SRC3 inh	NCOA2 inhibitor	TROY signal inh	TWEAK-Fn14 inh	TRAIL sens C8	SRC1 inh	LRH-1 inv ag	TLR9-MyD88 block
- O=C(/C=C/c1ccc(Cl)c([N+](=O)[O-])c1)Nc1cccnc1
→ -9.3	-2.0	-7.8	-9.2	-45.2	-20.0	2.2	-9.4	-18.8	-26.5	4.3
- O=C(Nc1cc(Cl)ccc1Oc1ccccc1)c1cnccn1
→ 6.9	1.0	8.2	-2.4	6.3	·	87.6*	-9.5	7.7	-2.7	0.7
- O=C(CCNC(=O)N1CCn2c1nc1ccccc12)NCc1ccccc1
→ -7.4	0.5	-8.2	-1.9	-9.3	-5.3	-23.4	-4.3	-5.3	-9.7	-5.2
- CC(C)NC(=O)N1CC(c2ccccc2)C(c2ccc(Cl)cc2)=N1 (configuration not stated)
→ -4.0	1.8	-6.4	24.1	-16.3	-16.9	-27.2	-0.5	5.6	14.3	3.6
- CCCCOc1ccc(Cc2c(O)nc(SC)[nH]c2=O)cc1
→ -9.0	5.5	-4.3	7.9	-24.3	5.9	3.7	8.9	-3.4	2.1	-0.4
- Cn1c(SCC(=O)c2ccc(O)c(O)c2)nnc1-c1cccs1
→ 6.8	4.8	-7.3	6.0	9.7	-39.1	-9.0	15.1	8.3	-7.3	-3.7
- CCS(=O)(=O)N1CCC(C(=O)NCCc2ccc(OC)c(OC)c2)CC1
→ 11.5	6.7	-8.5	8.0	-21.4	13.3	-1.0	-7.8	-9.6	19.5	3.7
- C(=N\c1nc2ccccc2n1CCN1CCCCC1)/c1ccc2c(c1)OCO2
→ -3.8	1.1	-7.4	-5.2	16.6	-17.1	-11.5	-6.7	-9.2	13.1	6.2
- CC(=O)c1ccc([N+](=O)[O-])cc1
→ 16.5	-8.8	0.6	9.4	-10.7	-18.8	0.4	-9.6	-35.4	-13.7	7.8
- CCc1ccc(NS(=O)(=O)c2ccc3[nH]cc(C(=O)N4CCCCC4)c(=O)c3c2)cc1
→ 12.4	-9.1	11.6	-1.4	16.8	-2.6	2.2	-11.4	-9.7	-3.7	-3.3
- COc1cc(C2CC(C(F)(F)F)n3ncc(C(=O)O)c3N2)cc(OC)c1OC (configuration not stated)
→ 9.4	-1.4	-2.4	9.5	-28.6	4.1	6.8	-5.6	-0.8	2.7	-1.6
- CC(C)(C)CN1CCC(Oc2cccc(C(=O)NCCCOc3cccnc3)c2)CC1
→ 12.3	5.2	·	14.8	6.2	-4.6	3.5	-8.7	2.9	9.3	1.7
- CCCC(C)c1nnc(NC(=O)c2cc(C(=O)OC)cc([N+](=O)[O-])c2)s1 (configuration not stated)
→ 9.3	-2.7	-3.3	-21.8	6.5	19.9	8.8	-13.8	-2.5	0.2	1.1
- C/C(=N\NC1=NCCN1)c1ccccc1
→ 0.8	-1.6	1.7	7.5	7.3	2.4	15.0	2.0	3.6	1.0	·
- CC(C)N(NC(=O)c1cccc2ccccc12)C(C)C
→ -2.9	-6.4	0.1	17.7	11.1	-2.1	-2.1	11.3	0.5	-8.6	3.3
- Cc1ccc(-n2c3c(c(=O)[nH]c2=O)C(NS(=O)(=O)c2ccc(C)cc2)(C(F)(F)F)C(=O)N3)cc1 (configuration not stated)
→ 14.6	-13.1	9.4	0.2	-2.4	-12.8	-6.6	1.6	-0.1	6.9	1.6
- CC[C@H](C)[C@H](NC(=O)CNC(=O)COc1cc2c(c3oc(=O)cc(C)c13)CCC(C)(C)O2)C(=O)O
→ -10.2	5.5	-4.7	2.1	-27.9	14.9	-7.4	19.2	11.9	6.9	3.9
- N#Cc1cc(Sc2ccccn2)c([N+](=O)[O-])cc1C#N
→ 19.3	-18.0	-8.1	3.2	-6.2	-11.7	15.2	8.0	1.9	-11.8	-8.8
- O=C(COC(=O)c1ccc2ncsc2c1)NCc1cccc(Cl)c1
→ -8.4	-11.7	0.1	-6.5	-0.9	-25.6	-10.4	-24.9	-5.4	-15.0	2.3
- S=C(Nc1ccccc1Cl)N1CCC(c2ccccc2)C1 (configuration not stated)
→ -15.3	-14.0	-10.5	-34.7	-35.0	-24.3	-18.0	-5.5	-47.3	-79.8	-4.5

Two compounds from above with just LRH-1 inv ag.
canonical_smiles,LRH-1 inv ag
C/C(=N\NC1=NCCN1)c1ccccc1,1.0
CC[C@H](C)[C@H](NC(=O)CNC(=O)COc1cc2c(c3oc(=O)cc(C)c13)CCC(C)(C)O2)C(=O)O,6.9

(more compounds)
Values in the order – NR2F2 inh	NOD2 RIPK2 PPI	EBV LMP1 NFkB	SRC3 inh	NCOA2 inhibitor	TROY signal inh	TWEAK-Fn14 inh	TRAIL sens C8	SRC1 inh	LRH-1 inv ag	TLR9-MyD88 block
- O=S(=O)(c1cccc(-c2cn3ccccc3n2)c1)N1CCCCC1
→ 3.2	-4.7	0.6	-9.5	-9.2	-12.5	11.6	18.1	4.5	20.1	1.1
- CCN(Cc1ccc(OC)c(F)c1)C(=O)/C=C/c1ccc(S(=O)(=O)N2CCOCC2)cc1
→ 0.9	-4.2	0.8	17.4	-12.6	0.2	2.2	9.3	6.7	21.0	4.4
- COc1cc(OC)c(OC)cc1/C=C/c1ccnc2ccccc12
→ 12.8	-5.7	3.5	-36.0	-32.8	5.1	14.8	13.0	7.1	-15.2	0.0
- CC(C)(C)OC(=O)C[C@@H]1C/C=C\C[C@@H](CC(=O)N[C@H](CO)Cc2ccccc2)C(=O)NCCOC1=O
→ -12.3	-10.1	-3.7	1.9	23.6	-9.2	-3.6	-18.8	-2.4	-2.7	7.7
- O=C(NCc1ccc(Cl)cc1)C1CCCN(C(=O)c2ccc(Cl)cc2)C1 (configuration not stated)
→ -14.2	5.5	0.5	10.4	14.0	9.8	10.0	-9.8	-6.9	19.2	3.9
- COc1cc(NC(=O)CN2CCN(CC(=O)Nc3ccccc3OC)CC2)cc(OC)c1
→ 14.8	-2.5	11.0	4.4	-18.4	-23.8	8.6	-18.6	-1.9	-5.8	9.6
- Cc1ccc(NC(=O)C(C)OC(=O)c2n[nH]c3ccccc23)cc1 (configuration not stated)
→ -17.8	2.8	-7.1	-52.9	-23.1	-48.5	-8.8	-2.3	-8.0	-2.8	11.5
- CCCCNC(=O)CN(c1cccc(F)c1)S(C)(=O)=O
→ 6.3	2.0	-0.8	-54.3	-23.9	2.2	4.3	0.1	4.1	-5.8	2.9
- CCOC(=O)/C(C#N)=N/Nc1ccccc1C#N
→ -15.0	1.9	1.5	-23.5	4.0	10.5	10.1	4.4	-10.4	16.9	-2.4
- O=C(NC(=S)Nc1ccccn1)c1cncc(Br)c1
→ -6.7	0.4	-17.3	-21.7	-5.8	-17.0	-30.8	9.8	-7.2	-17.1	7.0
- CCOc1cccc(C(c2c(C)n(C)n(-c3ccccc3)c2=O)c2c(C)n(C)n(-c3ccccc3)c2=O)c1OC
→ -1.4	1.3	1.1	7.0	4.0	-21.9	8.9	-5.6	-6.0	11.5	7.5
- Cc1ccc(-c2nn(-c3ccccc3)cc2C2CC(c3cccs3)=NN2C(=O)CCC(=O)O)cc1 (configuration not stated)
→ -6.9	-14.6	3.9	-2.8	12.1	0.1	3.5	-5.9	-2.5	-4.5	1.8
- Cc1nn(-c2ccccc2)c(N2CCCC2)c1/C=N/NC(=O)c1ccccc1O
→ 1.1	-6.9	10.2	0.1	-5.2	-8.7	12.6	26.5	-2.9	-58.2	-5.0
- O=C(Cn1c(C(F)(F)F)nc2ccccc21)N/N=C/c1ccco1
→ -12.8	-7.5	-0.6	-2.7	-18.3	-11.2	-2.3	-2.5	5.5	-16.4	-0.9
- C/C(CC(=O)c1ccccc1)=N\NC(=O)CC#N
→ -12.4	-2.7	11.4	6.9	-15.0	8.1	0.1	15.4	2.7	0.8	16.8
- COc1ccccc1NC(=O)Cn1cnc2sc(C(=O)Nc3ccc(OC)c(OC)c3)c(C)c2c1=O
→ 0.5	-2.0	3.0	-4.1	5.3	-0.5	-22.0	11.8	-3.7	-12.9	3.1
- O=c1c(/C=N/N2CCOCC2)c(C(F)(F)F)[nH]n1-c1ccccc1
→ 11.7	3.8	3.1	11.2	12.2	-10.0	2.8	-5.4	3.6	7.7	2.0
- Cc1nnc(N/N=C/c2ccccc2O)n1N
→ 30.8	3.7	8.3	-3.8	17.9	-16.7	-4.8	-6.9	5.4	13.7	1.1
- CCOC(=O)c1c(C)[nH]c(C)c1C(=O)CSc1nnc(-c2ccc(OC(F)F)cc2)o1
→ 0.6	-13.6	7.5	-16.9	-0.8	12.3	-11.2	-7.5	-5.2	6.1	7.6
- CCOc1ccccc1-c1nc(-c2ccncc2)no1
→ 9.9	-8.6	-0.8	-11.4	-29.6	-36.5	-10.2	-12.8	-12.0	-1.1	4.9
- CCc1nc2ccc(C(=O)NCCc3c[nH]c4ccccc34)cn2c1N(C)CCCc1ccccc1
→ 5.3	-4.9	·	-16.5	29.5	4.5	33.5	-2.9	-6.9	-12.7	·
- COC(=O)/C=C/C(=O)N1CCN(c2ccccc2C)CC1
→ 2.0	-0.1	-6.4	29.6	6.2	-5.1	17.5	3.2	-21.4	36.4	-3.3
- CCN1CCN(c2nc3ccccc3n3cnnc23)CC1
→ -8.1	1.7	3.5	12.9	-12.1	4.0	-9.5	2.0	2.5	-28.1	1.5
- O=C(NCc1ccc(Cl)cc1)C1CCN(S(=O)(=O)c2ccc(F)cc2)CC1
→ -4.6	7.3	4.0	7.8	10.2	6.2	8.6	-3.9	-12.2	-1.5	2.2
- COc1c(S(=O)(=O)NCCCN2CCOCC2)ccc(Cl)c1Cl
→ 0.8	0.5	-5.5	-2.6	-24.0	-7.8	-6.2	-5.9	-3.3	-6.2	-7.8
- Cc1ccc(S(=O)(=O)CCC(=O)Nc2ccc(F)cc2)cc1
→ 11.5	-4.5	13.6	4.5	13.0	2.0	-5.9	2.0	5.1	-9.7	3.0
- OCC1(CC2CCCCO2)CCN(Cc2nc3ccccc3[nH]2)CC1 (configuration not stated)
→ 7.2	-9.2	-0.2	-0.1	11.8	-14.4	7.7	2.8	-14.6	-8.7	4.2
- COC(=O)C(Cc1ccccc1)NCC(=O)Nc1cccc(Cl)c1C (configuration not stated)
→ -1.8	1.7	-5.9	0.9	6.1	-1.9	34.4	9.1	4.5	3.6	7.4
- O=C(/C=C/c1ccc(Cl)cc1Cl)NCCN1CCOCC1
→ 2.4	3.5	-0.5	6.9	0.2	4.3	-13.1	12.0	-8.3	-11.5	2.9
- CC(=O)c1ccc2c3c(cccc13)C(=O)N(CCc1ccccc1)C2=O
→ -10.7	-1.3	-21.2	-104.7	-66.1	-11.7	-12.1	6.3	-81.7	-33.4	-5.8
- C=CCSc1nc2sc3c(c2c(=O)n1-c1ccc(C)cc1)CCN(C)C3
→ 0.8	-3.7	-0.9	-28.3	0.1	-14.5	-5.9	1.1	-7.9	-6.1	1.4
- Cc1ccccc1N1CCN(S(=O)(=O)N(C)C)CC1
→ 5.1	-1.5	3.0	8.7	-5.1	20.5	-9.3	12.7	-13.6	9.6	-10.7
- COc1ccc(OCC#CCN2CC(C)OC(C)C2)cc1 (configuration not stated)
→ -2.9	-5.1	11.6	12.8	13.3	12.7	29.4	-8.0	8.8	19.5	-3.4
- CCOC(=O)Cn1nc(NC(=O)c2ccc3c(c2)OCO3)cc1C
→ -16.1	0.6	0.7	5.0	-16.4	-13.1	-25.8	30.7	4.1	-7.0	3.0
- O=C(COc1ccccc1)NCc1ccco1
→ -1.8	-4.6	-2.0	-6.4	7.8	-8.2	17.7	1.6	9.4	-3.7	-11.2

A portion of the library. The share of hits here may be higher or lower than overall.
